# OX1R antag-1: antagonists of human orexin 1 receptor (OX1R). Orexin/Hypocretin receptor type 1 (Homo sapiens), O43613. OX1R-expressing cells, FRET antagonist read-out. inhibition, % at 6.6 µM. actives 1.8% (n = 330,000). AID 485270, 2010; in the data active = inhibition mostly above about 38%, no sharp cut-off; inactive = mostly below about 40%;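 note: 0% = agonist challenge alone and 100% = reference antagonist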
# Target sequence (O43613 whole entry, looked up): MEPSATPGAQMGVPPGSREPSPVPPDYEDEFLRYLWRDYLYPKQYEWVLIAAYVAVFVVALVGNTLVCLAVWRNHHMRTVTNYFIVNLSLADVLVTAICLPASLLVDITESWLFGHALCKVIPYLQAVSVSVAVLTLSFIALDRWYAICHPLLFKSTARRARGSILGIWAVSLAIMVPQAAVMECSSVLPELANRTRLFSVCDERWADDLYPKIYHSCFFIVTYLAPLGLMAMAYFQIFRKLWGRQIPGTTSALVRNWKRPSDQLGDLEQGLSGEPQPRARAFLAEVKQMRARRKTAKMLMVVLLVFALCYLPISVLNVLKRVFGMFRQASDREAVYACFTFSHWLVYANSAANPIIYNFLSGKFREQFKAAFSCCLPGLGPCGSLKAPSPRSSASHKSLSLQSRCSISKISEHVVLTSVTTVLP
# OX1R antag-2: OX1R (HCRTR1) antagonists, primary screen, fluorescence, CHO/OX1R cells, Fluo-8 calcium, orexin A. inhibition, % at 5 µM. AID 434989, 2010. Fluo-8 calcium fluorescence. actives 0.43% (n = 330,000);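 active = inhibition above its plate's threshold, mean inhibition of all tested compounds on the plate plus 3 SD, cut at about 37% in these data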;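 note: 0% = orexin A challenge wells and 100% = SB-334867-A antagonist wells; not every result past the cut was called active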
# * = called active by the depositor.
mol	OX1R antag-1	OX1R antag-2
CCN(c1ccccc1)S(=O)(=O)c1ccc(OC)c(NC(=O)Cc2ccc(F)cc2)c1	-3	26
Cc1ccc(N(Cc2ccccc2)C(=O)c2ccc(S(=O)(=O)N3CCOCC3)cc2)cc1	23	-18
O=C(NCc1ccccn1)c1cc(-c2ccc(-c3ccccc3)cc2)nc2ccccc12	13	-30
CC(CCc1ccccc1)NC(=O)c1ccccc1 (configuration not stated)	45	-20
CCc1nnc(NC(=O)CCNC(=O)c2ccccc2Cl)s1	17	-14
CCCCN(C(=O)c1cccc(S(=O)(=O)N2CCCCC2)c1)C1CCS(=O)(=O)C1 (configuration not stated)	-4	-18
COc1ccc(N(CC(=O)Nc2ccc3c(c2)OCCO3)S(C)(=O)=O)c(OC)c1	7	-13
O=C(c1cccc(C(F)(F)F)c1)C1CCCN(Cc2cccn2-c2ncccn2)C1 (configuration not stated)	10	-18
COc1cc(Cl)c(C)cc1N1C(=O)CN(Cc2ccccc2)C1=S	17	-22
CCC[C@@H](CNC)NC[C@H](Cc1ccccc1)NCCCCc1ccccc1	1	-13
O=C(CC1NC(=O)NC1=O)Nc1ccc(Cl)cc1 (configuration not stated)	9	-2
Cc1c(OCC(=O)N2C[C@H]3C[C@@H](C2)c2cccc(=O)n2C3)ccc2c3c(c(=O)oc12)CCCC3	17	-22
COc1ccc(C(=O)Nc2ccnn2C2CCN(Cc3ccn[nH]3)CC2)cc1	17	-19
COc1ccc(-c2ccc3c(c2)S(=O)(=O)c2cccc(C(=O)NCCOc4ccccc4)c2C3=O)cc1OC	8	-17
Cc1cc(C)cc(NS(=O)(=O)c2coc(C(N)=O)c2)c1	4	-9
CCOC(=O)C1=C(C)OC(N)=C(C#N)C1c1ccc(C)o1 (configuration not stated)	11	3
CC(C)CC1(C)NC(=O)N(CC(=O)Nc2ccc(F)c(F)c2F)C1=O (configuration not stated)	10	-15
CCOC(=O)C1CCN(S(=O)(=O)Cc2ccccc2)C1=O (configuration not stated)	11	-4
CC(=O)NNC1=Nc2ccccc2N(C)C(C)C1 (configuration not stated)	17	2
CC(C)Sc1cc(Cl)nc(NC(=O)Nc2ccccc2)n1	-8	-26
N#C/C(=C\c1c(N2CCN(Cc3ccccc3)CC2)nc2ccccn2c1=O)S(=O)(=O)c1ccccc1	13	-8
C=C1CC2C(=O)N(Cc3cc(OC)ccc3OC)C(C(=O)OCC)(C(=O)OCC)C1N2C(=O)OC(C)(C)C (configuration not stated)	36	-25
CCOC(=O)c1[nH]c(C)c(/C(O)=C2\C(=O)C(=O)N(CCCN(CC)CC)C2c2cccnc2)c1C (configuration not stated)	16	-7
CC(C)(C)c1cc(C(F)(F)F)n2ncc(-c3ccccc3)c2n1	12	-30
COC(=O)C1=C(C)N(Cc2ccccc2)C(=S)N[C@H]1c1cccc(F)c1	29	-52
COc1ccc(N2CCN(CCCNC(=O)C3(S(=O)(=O)c4ccc(Cl)cc4)CC3)CC2)cc1	7	-51
Cc1ccc(NC(NC(=O)c2cccnc2)C(Cl)(Cl)Cl)cc1 (configuration not stated)	16	-8
CC(=O)c1ccc(OCCCC(=O)Nc2nnc(C3CC3)s2)cc1	6	-33
COc1ccc(NC(=O)C(CC(C)C)NC(=O)C2CCC(C)CC2)c(OC)c1 (configuration not stated)	28	-25
Cc1cc2oc(=O)cc(CN3CCN(S(=O)(=O)c4ccc5c(c4)OCCO5)CC3)c2cc1C	26	-25
COc1ccc(N(C)S(=O)(=O)c2cccc(C(=O)Nc3nc(C)cs3)c2)cc1	-1	-18
CCCCCCC1(C)NC(=O)N(C(C)C(=O)Nc2ccc(N3CCOCC3)cc2)C1=O (configuration not stated)	1	-20

# Fetched by structure from the entries so far:
mol	OX1R antag-1	OX1R antag-2
CCN(c1ccccc1)S(=O)(=O)c1ccc(OC)c(NC(=O)Cc2ccc(F)cc2)c1	-3	26
CCOC(=O)C1=C(C)OC(N)=C(C#N)C1c1ccc(C)o1 (configuration not stated)	11	3
COc1ccc(N2CCN(CCCNC(=O)C3(S(=O)(=O)c4ccc(Cl)cc4)CC3)CC2)cc1	7	-51
C=C1CC2C(=O)N(Cc3cc(OC)ccc3OC)C(C(=O)OCC)(C(=O)OCC)C1N2C(=O)OC(C)(C)C (configuration not stated)	36	-25
O=C(c1cccc(C(F)(F)F)c1)C1CCCN(Cc2cccn2-c2ncccn2)C1 (configuration not stated)	10	-18

# (continued)
mol	OX1R antag-1	OX1R antag-2
COc1ccccc1N1CCN(C(=O)c2cccc(S(=O)(=O)Nc3ccccc3F)c2)CC1	1	7
O=C1OC(Nc2ccc3c(c2)OCO3)c2ccccc21 (configuration not stated)	10	-5
COc1ccc(CCNc2c(N)n(Cc3ccccc3)c(=O)[nH]c2=O)cc1OC	12	-26
CC(C)(C)CC(=O)NCCc1csc(-c2ccccc2)n1	18	-11
CCSc1nc(N)c2c3c(sc2n1)CCC3	21	-11
NC(=O)C1(N2CCCCC2)CCN(C(=S)Nc2cccc(Cl)c2)CC1	9	-9
Cc1ccc(S(=O)(=O)Oc2ccccc2N2C(=O)C3CC=CCC3C2=O)cc1 (configuration not stated)	26	-11
COc1ccc(/C=C/C(=O)Nc2cc(S(=O)(=O)N3CCOCC3)ccc2OC)cc1	14	-21
CC(C)(C)c1ccc(OCCC(=O)OCC(=O)NC2CCS(=O)(=O)C2)cc1 (configuration not stated)	22	-9
O=C(Nc1nccs1)c1ccccc1Br	4	-7
CSc1nnc2ccc(-c3cccs3)nn12	16	2
COc1ccc(CNC(=O)c2noc(C)c2[N+](=O)[O-])cc1	11	-13
COc1ccc(Nc2nccc(-c3ccc([N+](=O)[O-])cc3)n2)cc1	16	-16
CC(C)(C)NC(=O)COC(=O)c1ccc(S(=O)(=O)N2CCCC2)cc1	32	-6
CCOc1ccc(C(=O)CCC(=O)N2CCN(S(=O)(=O)c3cccc(F)c3)CC2)cc1	1	-1
COc1ccc(NC2CCCN(C(=O)COc3ccc(Cl)cc3C)C2)cc1OC (configuration not stated)	46	-35
CCOC(=O)c1ccccc1N/C=C1\CCCC1=O	10	-11
Cc1cc2c(=O)n(Cc3ccco3)c(SCC(=O)NCc3ccco3)nc2s1	1	5
Cc1nn(C)c(Cl)c1/C=N/OC(=O)c1ccc(F)cc1	13	-35
CC(C)CNC(=S)N1CCC(C(=O)c2ccc3c(c2)OCCO3)CC1	9	-13
CC1CCN(C(=O)c2ccc([N+](=O)[O-])o2)CC1	44*	-10
CCCNc1sc(S(=O)(=O)CCC)nc1S(=O)(=O)c1ccc(C)cc1	11	0
CC(=O)N1N=C(c2cccc(Cl)c2)OC1c1ccc(C(C)C)cc1 (configuration not stated)	21	-8
O=C(/C=C/c1ccccc1Cl)Nc1ccc(-c2nnc3n2CCCCC3)cc1	26	-16
Cc1ccc(NC(=S)NNC(=S)Nc2cccc(C(F)(F)F)c2)cc1	16	4
Cc1c(NC(=O)COC(=O)C2=COCCO2)cccc1[N+](=O)[O-]	12	-6
COc1ccccc1NS(=O)(=O)c1cccc(NC(=O)NCCCl)c1	9	10
O=c1oc(C2(O)CCCCC2)cc2ccc(/C=C/c3ccc(F)cc3)cc12	9	6
Cc1sc2nc(SC3CCOC3=O)n(Cc3ccccc3)c(=O)c2c1C (configuration not stated)	9	-38
CC12CCC(=O)N1C(C(=O)N1CCN(S(=O)(=O)c3cccc(Cl)c3)CC1)CS2 (configuration not stated)	10	-14
Cc1cccc(C(=O)NCC(=O)Nc2ccc(S(=O)(=O)Nc3nc(C)cc(C)n3)cc2)c1	2	11
Cc1nn(CC(=O)NCCN2CCOCC2)c(C)c1[N+](=O)[O-]	8	-1
Cc1csc(SCC(=O)NCc2ccccc2)n1	29	0
CCCCOc1cccc(C2C(C(=O)c3cccs3)=C(O)C(=O)N2Cc2cccnc2)c1 (configuration not stated)	6	-19
O=C(C[n+]1ccc(C(=O)NCc2ccccc2)cc1)c1ccc(Cl)cc1	19	-4
N#CCCN(C(=O)COC(=O)/C=C/c1cccs1)c1ccccc1	22	-57
Cc1nnc(NNS(=O)(=O)c2ccc(Cl)cc2)[nH]c1=O	2	-1
CC(=O)Oc1ccc(N2C(=O)C3C(C2=O)C(C(=O)c2ccc(Cl)cc2)N2CCCC32)cc1 (configuration not stated)	-7	-5
O=C(c1ccc(-c2ccccc2)cc1)c1ccccc1C(=O)N1CCOCC1	10	-5
CCOC(=O)COc1c(Br)cc(/C=C2\SC(=O)N(CC(=O)N3CCCC3)C2=O)cc1OC	17	-17
C[C@H](NS(=O)(=O)c1ccccc1)C(=O)N1CCN(C(c2ccccc2)c2ccccc2)CC1	16	15
NC(=O)c1ccc[n+](CC(=O)c2ccccc2)c1	1	-2
COc1ccc(C(C)NC(=O)CC23CC4CC(CC(C4)C2)C3)cc1 (configuration not stated)	-1	-31
Cc1ccn2c(NC(C)(C)C)c(-c3cccs3)nc2c1	22	-37
COc1cccc(C(=O)N2CCN(Cc3ccccn3)CC2)c1OC	13	-39
CCN(CC)CCNC(=O)c1cc2c(=O)n(C)c3ccccc3c2s1	15	-6
COc1ccc(Cl)cc1S(=O)(=O)N(C)CC(=O)NCCCn1ccnc1	9	-6
Cc1ccc(CNC(=O)COC(=O)CCCOc2ccc(Cl)cc2Cl)cc1	10	-12
Nc1cc(N)nc(SCCN2CCCCC2)n1	11	-14
CN(C)CCN(C(=O)c1ccc2c(c1)OCCO2)c1nc2ccc(Cl)cc2s1	19	-16
COc1ccc(S(=O)(=O)N2CCC(C(=O)N3CCc4ccccc4C3)CC2)cc1Cl	11	-6
O=C(N/N=C\c1ccc(O)c([N+](=O)[O-])c1)C1COc2ccccc2O1 (configuration not stated)	24	2
COc1cccc(-n2c([S-])c(C(=O)Nc3ccc(S(=O)(=O)N4CCOCC4)cc3)[n+]3cc(C(N)=O)ccc23)c1	9	-11
O=C(NC1CC1)c1cccc(NC(=O)c2cn3ccccc3n2)c1	3	-8
CCOc1ccc(C2C3=C(CCCC3=O)N(CC(=O)O)C3=C2C(=O)CCC3)cc1	15	-18
O=C1c2ccccc2C(=O)N1CCc1ccccc1	21	-8

# Continued.
mol	OX1R antag-1	OX1R antag-2
CCC(=O)Nc1ccc(SC#N)cc1C	3	2
CC(=O)N1CC=CC1(CC(C)C)C(=O)NCCN1CCOCC1 (configuration not stated)	4	-5
O=C(C1CCN(S(=O)(=O)c2ccccc2F)CC1)N1CCN(Cc2ccc3c(c2)OCO3)CC1	0	-11
O=C(Nc1ccccc1Cl)Nc1cccnc1Cl	10	-11
Cc1ccc2c(c1)C(C)CC(C)(C)N2C(=O)NC1CCCCC1 (configuration not stated)	5	-12
O=C1CCC(C(=O)OC(C(=O)Nc2ccc([N+](=O)[O-])cc2Br)c2ccccc2)=NN1 (configuration not stated)	10	-7
COc1ccc(-c2nn(CCC#N)cc2C(=O)Nc2cccc(C(=O)O)c2)cc1[N+](=O)[O-]	21	-20
O=c1c2cn[nH]c2[nH]c(=S)n1-c1ccccc1	-1	-13
COc1ccc(OC)c(S(=O)(=O)N2CCC(C(=O)NC(C)c3ccccc3)CC2)c1 (configuration not stated)	17	-27
O=C(Nc1ccc(F)cc1)Nc1cccc(Br)c1	58*	61*
Cc1ccc(NC(=O)C2CCCN2C(=O)OC(C)(C)C)cc1C (configuration not stated)	17	-17
CC12CCC(=O)N1C(C(=O)Nc1ccc(F)cc1)CS2 (configuration not stated)	6	0
O=C1Nc2ccc(S(=O)(=O)N3CCCC3)c3cccc1c23	19	-8
O=C(NCCN1CCCCC1)Nc1ccc(Cl)cc1	9	-4
O=C1CSC(c2ccccc2F)N1CCN1CCCCC1 (configuration not stated)	7	-14
O=C(NNC1=C(C(=O)C(F)(F)F)CCC1)c1ccccc1Cl	18	-3

# Part of the list above in order of length of the SMILES, high to low.
mol	OX1R antag-1	OX1R antag-2
Cc1ccc(NC(=O)C2CCCN2C(=O)OC(C)(C)C)cc1C (configuration not stated)	17	-17
CC12CCC(=O)N1C(C(=O)Nc1ccc(F)cc1)CS2 (configuration not stated)	6	0
O=C1CSC(c2ccccc2F)N1CCN1CCCCC1 (configuration not stated)	7	-14

# More records.
mol	OX1R antag-1	OX1R antag-2
CCOC(=O)C1CCN(C(=O)CCCOc2ccccc2)CC1	11	-10
O=C(NCc1ccccn1)c1ccc(N2CCCC2)c([N+](=O)[O-])c1	11	-5
Cc1[nH]c2ccccc2c1CN1CCN(c2ccccn2)CC1	24	9
CCOC(=O)c1sc(N)c(C#N)c1CSc1nnc(C2CC2)n1N	12	-6
CC1CCN(Cc2nnnn2CCCC(=O)NCCc2cnn(C)c2)CC1	15	-13
O=[N+]([O-])c1ccc(Nc2ccc(N3CCOCC3)cc2)c([N+](=O)[O-])c1	13	-4
CCCc1cc(=O)[nH]c(SCC(=O)Nc2ccc(Br)cc2Br)n1	10	-28
CC(C)(C)n1nc2c(c1NC(=O)Cc1cccc3ccccc13)CS(=O)(=O)C2	14	-26
COCCN(C(=O)CSc1nnc(-c2ccc(C)cc2)n1N)c1c(N)n(Cc2ccccc2)c(=O)[nH]c1=O	11	-14
CCn1cc(C(=O)O)c(=O)c2cc3c(cc21)OCO3	11	4
CCOC(=O)COc1nc(Nc2ccccc2C)nc(N(C)C)n1	27	-7
C=CCn1c(C)cc(C(=O)CSc2nnc(C3CC3)n2C2CC2)c1C	15	-15
Cc1cc(N)n(-c2ccccc2)n1	4	-5
COc1cccc(-c2nc3c(c(=O)[nH]c(=O)n3Cc3ccccc3)n2CCO)c1OC(F)F	8	-17
C=CCNc1oc(-c2ccco2)nc1S(=O)(=O)c1ccccc1	33	-8
O=C(COc1ccccc1)Nc1c(Cl)ccc2nsnc12	14	-8
Cc1ccccc1-n1ncc2c1CC(C)(C)CC2NC(=O)c1cn[nH]c1C (configuration not stated)	17	-8

# High-throughput results as filed in PubChem.
